# From PubChem BioAssay
# Hsp70 displacement: Hsp70 inhibitors, probe displacement, primary screen, biochemical, fluorescence polarization (AID 583). Heat shock 70 kDa protein 1A (Homo sapiens). Hsp70 fluorescence polarization probe displacement, mP; higher % means a stronger effect. displacement, % at 20 µM; hits with a dose series show IC50 in µM. 140,000 tested, 0.06% active; in the data active = displacement above about 50%;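 also: plate controls were vehicle for no effect and reference ligand for full effect; a part of the inactive calls stands beside numbers as strong as those of hits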
# Rat MKP-3 inhibitors: MKP-3 phosphatase inhibitors, primary screen, biochemical, rat enzyme, in vitro (AID 425); Dual specificity protein phosphatase 6 (Rattus norvegicus); recombinant MKP-3 phosphatase activity, fluorescence; higher % means a stronger effect; inhibition, % at 20 µM; hits with a dose series show IC50 in µM; 110,000 tested, 0.17% active; in the data active = inhibition above about 50%;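 also: plate controls were vehicle for no effect and reference inhibitor for full effect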
# The depositor's hits bear a star; x = no result given; & = joins results of further samples.
SMILES,Hsp70 displacement,Rat MKP-3 inhibitors
CCS(=O)(=O)N1CCCC(C(=O)NCc2cccc(OC)c2)C1 (configuration not stated),8.4%,-6.0%
Cc1ccc(CNc2oc(-c3ccco3)nc2C#N)cc1,2.3%,3.9%
CNc1nc(Nc2ccc([N+](=O)[O-])cc2)nc(OCC(F)(F)C(F)F)n1,-2.5%,3.0%
CC(C)C1/C(=N/O)CC(c2ccccc2)NC1c1ccccc1 (configuration not stated),0.2%,0.4%
Cc1c(NS(=O)(=O)c2ccc(Br)s2)c(=O)n(-c2ccccc2)n1C,-1.8%,-8.6%
O=C(CC(SCCO)c1ccc2c(c1)OCO2)c1cccs1 (configuration not stated),0.1%,0.5%
COc1ccc(C2CC(C(F)(F)F)n3nc(C(=O)O)c(Br)c3N2)cc1 (configuration not stated),2.3%,x
COC(=O)C(C#N)C(=C1C(=O)CC(C)(C)CC1=O)c1ccc(O)cc1 (configuration not stated),2.5%,-10.5%
O=C(Cc1ccccc1[N+](=O)[O-])Nc1ccc(OCc2ccccc2)cc1,1.2%,0.5%
Cc1c(NC(=O)CN2C(=O)C3C4C=CC(C4)C3C2=O)c(=O)n(-c2ccccc2)n1C (configuration not stated),1.0%,6.1%
Cc1cc(C)nc(SCC(=O)N2CCCCC2)n1,-0.3%&-3.0%,-2.5%&2.1%
CN(C1CCS(=O)(=O)C1)S(=O)(=O)c1cccc2nsnc12 (configuration not stated),-3.7%,-12.7%
CN(C)CCCn1c(NC(=O)C2CCCCC2)nc2ccccc21,9.3%,-12.9%
Cc1ccc(CC2S/C(=C(/C#N)C(=O)NCc3ccco3)N(c3ccccc3)C2=O)cc1 (configuration not stated),-1.6%,-8.1%
O=C(NCC1CCCO1)C1CCN(S(=O)(=O)c2cccc3nonc23)CC1 (configuration not stated),x,1.7%
Clc1ccc(OCc2nn3c(-c4ccco4)nnc3s2)cc1,0.6%,-11.9%
Nc1nonc1-n1nnc(CN2CCOCC2)c1CN1CCOCC1,1.5%,0.6%
COc1ccc(OC)c(NC(=O)CN(c2ccc(C)cc2)S(=O)(=O)c2ccc(F)cc2)c1,5.5%,-1.3%
CCCC(=O)Nc1cc(OC)ccc1OC,5.5%,-2.2%
CCOC(=O)c1c(C)[nH]sc1=S,2.5%,-0.7%
COc1cccc(OC)c1OCCOCCn1cnc2ccccc2c1=O,1.9%,-1.6%
CCOC12NC(=O)CC(=O)N1C(c1ccccc1)=CS2 (configuration not stated),1.2%,-8.6%
COC(=O)/C(=C/Nc1cccc2ccccc12)[N+](=O)[O-],-5.8%,x
O=C(Nc1ccccn1)C1(c2ccccc2)CCCC1,2.1%,-4.9%
CCc1ccc(NC(=O)c2cnccn2)cc1,-1.6%,5.8%
COc1ccc(C2C(C(C)=O)C(=O)CC(C)(O)C2C(C)=O)c(OC)c1 (configuration not stated),1.5%,-1.7%
Cc1ccccc1CN1C(=O)C2(OCCCO2)c2ccccc21,-3.7%,4.1%
O=C(CSc1nc2cccnc2n1Cc1ccccc1)N1CCc2ccccc21,0.5%,x
COc1cccc(NC(=O)c2cnsn2)c1,1.2%,x
N#Cc1cc(Oc2ccccc2)c(-n2nnc3ccccc32)cc1C#N,-1.8%,x
CCC(C)NC(=O)CS(=O)Cc1nc(-c2cccc(C)c2)oc1C (configuration not stated),1.7%,-6.1%
O=C(NCCCc1ccccc1)C1CC(=O)N(c2ccc3c(c2)OCCO3)C1 (configuration not stated),7.8%,-3.5%
COc1cc(/C=C2\SC(=S)N(CC(C)C)C2=O)ccc1O,-4.4%,3.6%
CCOC(=O)c1c(C)n(C)c2ccc(O)c(CN(C)C)c12,2.7%,-5.3%
CC1CCN(C(=O)c2ccc(N(C)S(C)(=O)=O)cc2)CC1,5.6%,-18.9%
COC(=O)C1=C(O)CSC1=Nc1ccccc1,2.8%&9.3%,-2.5%
COc1ccc(C)cc1NC(=O)Cc1cccc2ccccc12,5.5%,-1.5%
O=C(NC(=S)NCc1ccco1)c1ccc(Br)cc1,-0.7%,0.6%
CC(C)OC(=O)C(C)Sc1n[nH]c(=O)[nH]c1=O (configuration not stated),-3.4%,2.9%
CCCCN1C(=O)/C(=C/c2ccc(OC)cc2OC)SC1=S,-6.9%,4.0%

# Entries shown so far that have two or more sulfur atoms:
SMILES,Hsp70 displacement,Rat MKP-3 inhibitors
Cc1c(NS(=O)(=O)c2ccc(Br)s2)c(=O)n(-c2ccccc2)n1C,-1.8%,-8.6%
O=C(CC(SCCO)c1ccc2c(c1)OCO2)c1cccs1 (configuration not stated),0.1%,0.5%
CN(C1CCS(=O)(=O)C1)S(=O)(=O)c1cccc2nsnc12 (configuration not stated),-3.7%,-12.7%
CCOC(=O)c1c(C)[nH]sc1=S,2.5%,-0.7%
COc1cc(/C=C2\SC(=S)N(CC(C)C)C2=O)ccc1O,-4.4%,3.6%
CCCCN1C(=O)/C(=C/c2ccc(OC)cc2OC)SC1=S,-6.9%,4.0%

# Continuation:
SMILES,Hsp70 displacement,Rat MKP-3 inhibitors
O=C(c1ccc2nc(N3CCOCC3)sc2c1)N1CCC2(CC1)OCCO2,-1.4%,7.3%
Cc1cc(C)c(NC(=O)c2ccc([N+](=O)[O-])c(C)c2)c(C)c1,1.6%,-5.4%
COc1ccccc1C(=O)Nc1ccc(S(=O)(=O)Nc2cc(C)nc(C)n2)cc1,0.7%,x
S=C(S)N(CCN(Cc1cccs1)C(=S)S)Cc1cccs1,-0.5%,7.2%
Cc1cccc2cc3c(N)c(C(=O)N4CCOCC4)sc3nc12,-6.5%,-6.6%
Cc1cc(C)c(S(=O)(=O)Nc2cc(Br)c3oc4c(c3c2)C(=O)CCC4)c(C)c1,6.2%,2.1%
Cc1noc(C)c1COc1ccc(C(=O)OCc2nnc(-c3ccc(Cl)cc3)o2)cc1,3.2%,-11.7%
O=C(c1ccccc1)c1cccc(NC2=NS(=O)(=O)c3ccccc32)c1,-3.4%,0.4%
COc1ccc(CCNC(=O)CSc2nnnn2-c2ccccc2OC)cc1OC,1.0%,-2.2%
CCn1c(COc2ccccc2C)nnc1SCC(=O)CC(=O)Nc1ccccc1OC,-3.4%,-1.3%
O=C(Nc1ccc(Cl)cc1)c1cccc2ccccc12,5.3%,-2.7%
COC(=O)CN(C)C1CC(=O)N(c2ccc(Cl)cc2)C1=O (configuration not stated),-1.6%,8.2%
Cc1ccc(C(=O)Oc2cccc(NC(=O)c3ccco3)c2)cc1S(=O)(=O)N1CCC(C)CC1,-3.3%,x
CC(=O)N1CCN(CCN=CC2=C(O)CC(c3ccco3)CC2=O)CC1 (configuration not stated),0.8%,-8.6%
O=C(c1ccco1)N1CCN(Cc2ccco2)CC1,-2.9%,2.2%
COc1ccc(CC(=O)Nc2ccc(Br)cc2)cc1OC,1.2%,-1.6%
CCOC(=O)c1cccc(NC(=O)CS(=O)(=O)Cc2nc(-c3cccc(OC)c3)oc2C)c1,1.5%,-10.5%
CCC(C)NC(=O)CSc1nnc(-c2ccncc2)n1-c1ccc(OC)cc1 (configuration not stated),1.9%,1.0%
CN(c1ccc(C(=O)NCCSC(C)(C)C)cc1)S(C)(=O)=O,-4.3%,-5.4%
CCOc1ccc(/C=C2\N=C(c3ccccc3F)OC2=O)cc1,0.1%,2.9%
CSc1ccccc1NC(=O)Cn1nc([N+](=O)[O-])cc1C,0.2%,0.5%
Cc1ccc(C(=O)N2CCCC2)c(F)c1F,0.7%,x
O=C(NCCCn1ccnc1)c1cc2c(s1)CCCCC2,-1.1%,-11.2%
Fc1cccc(-c2cc3nc4c(c(N5CCC6(CC5)OCCO6)n3n2)CCCC4)c1,-5.2%,-3.2%
Cc1ccc(S(=O)(=O)Nc2cc(Cl)c(O)c(Cl)c2)cc1,3.2%,-1.7%
CN1C(=S)SC(/[N+]([O-])=C\c2cccs2)C1(C)C (configuration not stated),7.9%,-4.9%
Cc1cc(=O)oc2cc(OCC(O)CN3CCN(c4ccccc4)CC3)ccc12 (configuration not stated),-0.8%,x
OCCN1CCN(CC(O)COc2ccc3c(c2)OCO3)CC1 (configuration not stated),1.6%,-10.7%
O=C(c1ccc(Cl)cc1)N1N=C(c2ccc(F)cc2)CC1(O)C(F)(F)F (configuration not stated),3.7%,-2.5%
O=S1(=O)N=C(N/N=C/c2ccccc2O)c2ccccc21,4.2%,-3.5%
Nc1c(Nc2ccccc2)c2ccccc2oc1=O,3.2%,-12.7%
COc1ccc(N2C(=O)c3ccccc3NC2c2cc(OC)c(OC)c(OC)c2)cc1 (configuration not stated),-2.8%,4.7%
Cc1cc(NC(=O)COC(=O)C(Nc2ccc(C(F)(F)F)cc2Cl)C(C)C)no1 (configuration not stated),-2.0%,2.2%
CCCCc1c(C)c2ccc(OCC(C)=O)cc2oc1=O,0.6%,1.8%
Cc1ccc(-n2nc3cc(C)c(NC(=O)c4ccco4)cc3n2)cc1,2.8%,1.8%
CC(=O)c1cccc(Oc2ncnc3sc4c(c23)CCCC4)c1,0.0%,2.3%
NC(=O)c1cc(NC(=O)c2cc(C(F)(F)F)cc(C(F)(F)F)c2)c(Cl)cc1Cl,-8.8%,1.2%
Cc1ccccc1NCC(=O)N/N=C/C(Br)=C/c1ccccc1,-0.9%,x
COc1ccc(C(=O)Cn2c(NCCO)nc3ccccc32)cc1,2.0%,0.1%
COc1ccc(/C=N/Nc2cc(OC)ncn2)c(OC)c1,-0.5%,0.9%

# Whole records, looked up by structure.
# Entry for `O=C(c1ccc(Cl)cc1)N1N=C(c2ccc(F)cc2)CC1(O)C(F)(F)F` (configuration not stated) : Hsp70 displacement = 3.7%; Rat MKP-3 inhibitors = -2.5%
# Entry for `Cc1ccc(S(=O)(=O)Nc2cc(Cl)c(O)c(Cl)c2)cc1` : Hsp70 displacement = 3.2%; Rat MKP-3 inhibitors = -1.7%

# New compounds follow:
SMILES,Hsp70 displacement,Rat MKP-3 inhibitors
CCOC(=O)N1CCN(S(=O)(=O)c2ccc3c(c2)CCN3C(=O)C2CCC2)CC1,10.4%,-3.2%
COc1ccc(-c2nnn(CC(=O)N(CCO)C(C(=O)NC3CCCC3)c3ccc(F)cc3)n2)cc1 (configuration not stated),-1.7%,-4.6%
COC(=O)c1ccccc1NC(=O)c1nc2nc(C)cc(C)n2n1,-3.6%,1.0%
COc1ccc(NC(=O)c2[nH]c(C)c(C(C)=O)c2C)cc1Cl,-1.6%,-0.1%
NS(=O)(=O)c1ccc(NC(=O)c2ccc(Oc3ccccc3)cc2)cc1,-2.8%,2.2%
COCCN(CC(=O)NCc1ccccc1)C(=O)CCC(=O)Nc1ccccn1,2.6%,-0.4%
O=C(O)c1ccc(Nc2nc(-c3ccccc3)c3ccccc3n2)cc1,0.4%,1.8%
COc1ccc(-n2c(=S)[nH]c3cc(C(=O)NCc4ccco4)ccc3c2=O)cc1OC,-1.3%,-7.3%
CC(=O)Cc1oc2ccc(O)cc2c1[N+](=O)[O-],4.5%,4.7%
CC(C)Oc1ccc(N2CC(C(=O)Nc3ccccc3F)CC2=O)cc1 (configuration not stated),-3.2%,-1.4%
CCOc1cc(/C=C2\SC(=S)N(CCS(=O)(=O)O)C2=O)ccc1O,-3.0%,2.8%
O=C1C(=O)N(CCc2ccccc2)c2ccccc21,-2.0%,-3.8%
CNC(=O)COC(=O)c1cc(=O)[nH]c2ccccc12,-0.2%,x
CCn1c(SCC(=O)N(C(C)C)C(C)C)nnc1-c1cc2ccccc2cc1O,2.5%,-7.0%
O=C(CCN1C(=O)c2ccccc2C1=O)N1CCN(C(=O)c2ccccc2)CC1,-5.0%,0.8%
CC/C(=C/C(=O)c1ccncc1)Nc1ccc(OC)cc1,-2.4%,2.4%
Cc1cccc(NC(=S)NC(=O)COc2ccccc2)c1,3.6%,1.0%
CCNc1nc(NCC)nc(SCCOC(=O)Nc2ccccc2)n1,-2.9%,x
CC(C)CC1C(C#N)=C(N)Oc2n[nH]c(-c3ccccc3)c21 (configuration not stated),-1.0%&-2.3%,1.7%
COc1ccc2nc(N)sc2c1,-1.1%,x
N#CCCS(=O)(=O)Oc1ccccc1,3.8%,-2.5%
CCN(CC)CCNC(=O)C1c2ccccc2C(=O)N(CCOC)C1c1ccc(F)cc1 (configuration not stated),2.8%,x
CC(=NC1CC1)C1=C(O)c2ccccc2C1=O,-5.3%,x
COc1ccc(-c2cc(-c3cc(F)ccc3O)[nH]n2)cc1OC,3.4%,-5.2%
CC(=O)OC(Cn1nc(C)cc1C)c1ccccc1 (configuration not stated),-6.9%,1.6%
COc1ccc(N=Cc2ccc(O)c(OC)c2)cc1,5.0%,-0.9%
O=C(Nc1ccccc1C(=O)O)c1ccc(Br)c(S(=O)(=O)NCc2ccccc2)c1,-4.9%,2.4%
Cc1ccc(S(=O)(=O)N(CC(=O)N/N=C/c2ccc(F)cc2)c2cccc3cccnc23)cc1,2.5%,5.0%
Nc1ncnc2c1cnn2-c1ccccc1,2.1%,0.9%
CCOc1ccc(N(CC(=O)OC)S(=O)(=O)c2ccc(C)cc2)cc1,-2.6%,3.0%
CS(=O)(=O)c1ccc2nc(NC(=O)c3ccc(Cl)c(Cl)c3)sc2c1,-2.2%,-11.9%
CN(C(=O)c1ccc(S(=O)(=O)NC2CCCC2)cc1)C1CCCCC1,-3.1%,-6.4%
COc1ccc(/C=C/C(=O)c2ccc(I)cc2)cc1,-1.3%,3.1%
COc1ccc(N/N=C(\C=N\O)C(=O)c2ccc(OC)cc2)cc1,7.2%,x
O=C(CSc1nnc(-c2ccco2)n1Cc1ccco1)NCc1ccccc1,0.2%,x
CC(C)(C)n1nnnc1C(c1ccncc1)N1CCN(C2CCCCC2)CC1 (configuration not stated),6.5%,-12.9%
O=C(Nc1nnc(C23CC4CC(CC(C4)C2)C3)s1)c1ccccc1F,-6.6%,3.0%
c1ccc(CNn2c(N3CCOCC3)nc3ccccc32)cc1,-3.7%,-6.0%

# An excerpt, so the mix of outcomes need not match the whole.
